bIAP activator: intestinal alkaline phosphatase (bovine) activation; purified bovine IAP, CDP-star luminescence, 30 min; stronger effect = higher value; fold of DMSO-control signal, blank-subtracted; activation factor at 20 µM; 200,000 compounds, 0.17% hits; AID 1016;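 active = activation factor of 2 or more at 20 µM, a signal rise over negative controls twice the positive control's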
TNAP act hiacc: TNAP (human) activation, high acceptor; AID 1136; activation factor at 20 µM; purified TNAP, CDP-star luminescence, 1 M DEA, 30 min; stronger effect = higher value; 0 = EDTA background, 1 = DMSO-only activity; P05186; 200,000 tested, under 10 active;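 active = activation factor at least 2 at 20 µM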
Target sequence (P05186 whole entry, looked up): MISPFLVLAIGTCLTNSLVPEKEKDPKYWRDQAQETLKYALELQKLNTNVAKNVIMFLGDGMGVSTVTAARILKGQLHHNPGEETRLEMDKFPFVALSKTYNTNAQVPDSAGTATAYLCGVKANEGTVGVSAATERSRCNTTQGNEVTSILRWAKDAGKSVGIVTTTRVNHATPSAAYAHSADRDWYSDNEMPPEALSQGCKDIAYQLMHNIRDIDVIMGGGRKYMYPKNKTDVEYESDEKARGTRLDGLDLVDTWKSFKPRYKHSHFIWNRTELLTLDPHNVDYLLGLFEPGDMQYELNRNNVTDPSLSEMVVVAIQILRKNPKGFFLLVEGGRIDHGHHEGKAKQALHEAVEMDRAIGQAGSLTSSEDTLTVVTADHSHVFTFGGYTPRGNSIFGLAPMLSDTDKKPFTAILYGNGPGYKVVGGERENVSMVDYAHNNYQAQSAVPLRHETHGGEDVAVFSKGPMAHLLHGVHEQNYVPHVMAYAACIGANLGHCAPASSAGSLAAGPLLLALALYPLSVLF
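Assay system: human TNAP; Input: enzyme diluted 1/800 final; Reagent: CDP-star luminogenic substrate at 100 µM final; Timing: 30 min, room temperature; Signal: luminescence; Evaluation: TNAP activation factor scaled between EDTA and DMSO control wells.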
PPARg SRC3 recr: agonists of human PPARgamma SRC-3 coactivator recruitment; activation, % at 8 µM; P37231; 200,000 compounds, 0.26% hits; biochemical PPARgamma/SRC-3 coactivator recruitment assay; in the data active = activation above about 23%;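 also: 0% = DMSO and 100% = reference agonist; some compounds past the cut are filed as inactive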
Target sequence (P37231 whole entry, looked up): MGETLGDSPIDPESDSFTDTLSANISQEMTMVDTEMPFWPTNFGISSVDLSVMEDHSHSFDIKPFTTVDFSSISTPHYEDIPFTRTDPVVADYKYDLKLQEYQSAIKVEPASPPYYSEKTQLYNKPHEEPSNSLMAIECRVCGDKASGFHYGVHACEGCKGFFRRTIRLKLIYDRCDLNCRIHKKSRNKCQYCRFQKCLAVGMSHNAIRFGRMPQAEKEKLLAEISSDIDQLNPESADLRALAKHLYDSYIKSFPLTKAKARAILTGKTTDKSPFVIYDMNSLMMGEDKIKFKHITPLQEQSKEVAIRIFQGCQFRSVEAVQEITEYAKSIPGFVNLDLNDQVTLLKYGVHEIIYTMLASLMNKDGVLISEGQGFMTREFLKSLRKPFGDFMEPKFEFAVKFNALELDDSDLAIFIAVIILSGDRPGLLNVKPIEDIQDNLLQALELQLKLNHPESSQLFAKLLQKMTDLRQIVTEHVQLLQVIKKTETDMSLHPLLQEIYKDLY
TR-FRET SRC-2 ct: counter-screen for PPARgamma SRC-2 recruitment agonists: TR-FRET artefact | AID 1049 | 200,000 compounds, 0.4% hits | TR-FRET ratio at 8 µM | stronger effect = higher value; in the data active = TR-FRET ratio above about 2000; also: inactives centre near 1500
Efa HMGR inh: inhibitors of class II HMG-CoA reductase from Enterococcus faecalis; inhibition, % at 10 µM; purified E. faecalis HMGR, NADPH absorbance 340 nm kinetic; 190,000 compounds, 0.41% hits;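 active = inhibition above a set limit, the median over all tested compounds plus 3 SD, cut at about 9.5% in these data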;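 also: enzyme runs in reverse so mevalonate oxidation gives rising NADPH absorbance; 0% = complete reaction with DMSO and 100% = background rate lacking mevalonate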
PPARg SRC-1 ag: promotes SRC-1 coactivator recruitment by human PPARgamma. P37231. PPARgamma-SRC-1 coactivator recruitment biochemical assay. activation, % at 8 µM. 200,000 compounds, 0.41% hits; in the data active = activation above about 19%;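 also: 0% = DMSO and 100% = reference agonist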
bIAP inhibitor: blocks bovine intestinal alkaline phosphatase activity. 190,000 tested, under 10 active. purified bovine IAP, CDP-star luminescence, 30 min. inhibition, % at 20 µM. AID 1019;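 active = over 50% inhibition of intestinal alkaline phosphatase at 20 µM in the single-dose screen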
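test system = bovine IAP enzyme | medium = DEA buffer 100 mM, pH 9.8, with MgCl2 1.0 mM, ZnCl2 0.02 mM | detection = luminescence | dosing = single compound dose of 20 µM, 2% DMSO final | incubation = 30 min reaction at room temperature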
TNAP inh no acc: inhibitors of human TNAP without phosphate acceptor; P05186; purified TNAP, CDP-star luminescence, 30 min; inhibition, % at 20 µM; 200,000 compounds, 0.26% hits; AID 1012;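 active = tissue-nonspecific alkaline phosphatase inhibition above about 50% at 20 µM in the single-dose screen, limit read from the data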;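 also: 0% = DMSO negative control and 100% = EDTA positive control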
TNAP inh hiacc: blocks human TNAP under high phosphate acceptor concentration; purified TNAP, CDP-star luminescence, 1 M DEA; 200,000 compounds, 0.03% hits; P05186; inhibition, % at 20 µM; AID 1135;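 active = over 50% inhibition of tissue-nonspecific alkaline phosphatase at 20 µM in the single-dose screen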;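 also: plate controls were DMSO wells for no effect and EDTA-quenched wells as full inhibition for full effect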
PPARg SRC-2 ag: promotes SRC-2 coactivator recruitment by human PPARgamma; activation, % at 8 µM; PPARgamma LBD-SRC-2 recruitment, biochemical; P37231; 200,000 compounds, 0.34% hits; in the data active = activation above about 22%;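 also: 0% = vehicle and 100% = reference agonist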
* hit, by the source's call; . = not tested or not shown. Compounds as they come; about 1.6% have a hit in one of these screens.

SMILES	bIAP activator	TNAP act hiacc	PPARg SRC3 recr	TR-FRET SRC-2 ct	Efa HMGR inh	PPARg SRC-1 ag	bIAP inhibitor	TNAP inh no acc	TNAP inh hiacc	PPARg SRC-2 ag
O=C(Cn1cnc2ccccc2c1=O)Nc1ccc(N2CCOCC2)cc1	1.2	1	1	1611	-3	0	-18	-2	1	1
COC(=O)NNC(=O)c1ccc(C)c(Br)c1	0.9	1	-2	1590	1	-7	6	-6	-3	12
N#Cc1c(NC(=O)C2CC2)sc2c1CCCCC2	0.9	1	1	1594	2	1	10	-8	-3	-4
CCOc1ccc(Br)cc1/C=N/NC(=O)c1ccncc1	1.2	1	-1	1644	1	8	-17	-13	-1	11
CCOC(=O)c1cc(C#N)c(SCC(=O)c2cc(C#N)c(SC)nc2C)nc1C	0.8	1	.	.	.	.	17	-2	-4	.
Cc1cc(Cl)ccc1OCC(O)CN1C(C)CCCC1C (stereo not drawn)	1.2	1	-1	1204	-14	-2	-18	-2	0	-4
O=C(/C=C/c1ccccc1)NC(NC(=S)Nc1cccc(O)c1)C(Cl)(Cl)Cl (stereo not drawn)	1.2	1	0	1590	-1	1	-19	-12	-1	-9
COCCn1c(SCC(=O)Nc2ccccc2)nc2c(oc3ccccc32)c1=O	1	1	-1	1657	-7	11	4	-12	0	8
CC(Sc1nc2cc(Cl)ccc2s1)C(=O)Nc1cccc(S(=O)(=O)N2CCOCC2)c1 (stereo not drawn)	1.3	1	5	1535	2	1	-32	-4	-5	-5
COc1cc(/C=N/n2c(-c3ccc4c(c3)NC(=O)CO4)csc2=Nc2cccc(C)c2)ccc1O	1.2	1	1	1450	-3	-8	-20	13	5	5
Cc1cc(Cl)ccc1NC(=O)CCC(=O)O	1	1	0	1348	2	8	3	-14	1	1
COc1ccc2nc(NC(=O)c3cccc(S(=O)(=O)N4CCOCC4)c3)sc2c1	1.1	1	9	1570	1	6	-10	-9	-3	3
O=C(COC(=O)c1ccc2c(c1)OCO2)Nc1ccccc1	1	1	-1	1574	-5	1	4	-8	-4	-8
Cc1ccc(NC(=O)CCN2C(=O)CSC2=O)c(C)c1	1	1	13	1508	3	0	-2	-11	0	6
O=C(CSc1nc2c(c(=O)n1-c1ccc(F)cc1)SCC2)NCC1CCCO1 (stereo not drawn)	1	1	0	1520	1	-6	-1	-19	-2	5
O=[N+]([O-])c1ccccc1NCCNS(=O)(=O)c1ccc(Cl)cc1	1.1	0.8	3	1724	-3	12	-10	-1	18	0
CCOC(=O)N1CCC(N(CCOC)C(=S)Nc2cccc(SC)c2)CC1	0.9	1	-2	1464	0	-5	5	1	-3	-8
S=C(NCc1ccccn1)Nc1ccc(Cl)c(Cl)c1	1	1	6	1351	-5	-5	5	-6	-3	1
CC(C)C1Cc2[nH]c(=O)c(C(=O)O)cc2CO1 (stereo not drawn)	1	1	5	1568	2	0	0	-8	-4	5
CN(C)/C=C/C(=O)c1nnn(C2CCCCC2)c1NC1CCCCC1	1.2	1	2	1545	-2	-1	-18	0	-2	3
O=C1c2ccsc2SCCN1Cc1c(Cl)cccc1Cl	0.3	1	10	1607	-2	4	.	-4	4	15
O=C(O)c1ccc(N2CCOCC2)c(N2C(=O)C3C4C=CC(C4)C3C2=O)c1 (stereo not drawn)	1.1	1	-4	1457	-3	1	-10	-6	-3	-9
CCC(CC)c1nnc(NC(=O)CCN2C(=O)c3ccccc3C2=O)s1	0.9	1	12	1535	-3	1	7	-1	0	6
O=[N+]([O-])c1ccc(O)c(NC(=S)Nc2ccccc2)c1	0.6	0.9	-4	1376	1	-2	43	24	8	1
CCOC(=O)c1c(-c2ccccc2)csc1NC(=O)c1ccc(S(=O)(=O)N2CC(C)OC(C)C2)cc1 (stereo not drawn)	1	1	-1	1345	-7	-3	4	-6	1	-6
Cn1ccc2c([N+](=O)[O-])cccc2c1=O	0.9	1	-1	1500	-2	8	8	-7	0	-5
CCS(=O)(=O)Nc1ccc2[nH]c(=O)[nH]c2c1	1.1	1	-1	1496	-3	6	-13	-9	3	0
COC(=O)[C@@H]1CCCN1Cc1nc(Cc2ccc(OC)c(OC)c2)no1	1	1.1	0	1353	-3	-4	-3	-7	-7	4
CN(C(=O)COC(=O)c1cccc(NS(=O)(=O)c2ccc(F)c(F)c2)c1)C1CCS(=O)(=O)C1 (stereo not drawn)	1.1	1	-3	1514	-5	-2	-15	-8	1	-5
COc1ccc2cc(/C=N/NC(=O)CN(c3ccccc3C)S(=O)(=O)c3ccccc3)c(Cl)nc2c1	1.1	1	0	1593	-5	2	-14	-18	-3	3
CN(C)CCOc1cc(Cl)cc(Cl)c1	1	1	0	1622	-1	16	-4	-2	0	7
O=C(NCc1ccco1)c1ccc2c(c1)N(Cc1ccccc1)C(=O)CS2=O (stereo not drawn)	0.9	1	10	1528	-7	1	6	-4	0	13
CCN(CC)c1ccc(NC(=O)OC)cc1	1	1	5	1685	2	3	4	5	3	15
Cc1ccc(-c2[nH]c3ccccc3c2SCCNC(=O)c2cc3ccccc3oc2=O)cc1	0.7	1	6	1384	4	7	30	-1	-3	4
COc1ccccc1NC(=O)N1CCN(c2ccc3nncn3n2)CC1	0.8	1	5	1499	-1	-2	17	-1	-2	6
Cc1ccc(C(=O)C2CCN(CC(=O)N3CCN(c4ccc(F)cc4)CC3)CC2)cc1	0.8	1.1	4	1545	-1	3	19	-11	-5	1
O=C(CN1CCOCC1)NC1C2CC3CC(C2)CC1C3 (stereo not drawn)	1	1	-4	1308	1	-5	3	-9	-5	1
O=C(c1cc(-c2ccncc2)nc2ccc(Cl)cc12)N1CCN(C(=O)C2CCCO2)CC1 (stereo not drawn)	1	1	-11	1686	-5	7	0	6	-1	5
Cc1ccccc1Nc1cccc2nonc12	1.1	1	9	1600	-4	6	-7	-14	2	17
Oc1ccc2ccccc2c1C=Nc1ccccc1-c1nc2ccccc2[nH]1	1.1	1.1	7	1618	-3	13	-6	0	-6	11
CN(CC(=O)Nc1cccc(F)c1)CC(=O)Nc1ccc(Cl)cc1[N+](=O)[O-]	0.8	0.9	0	1461	-2	0	16	-11	8	-2
N/C(Cc1cccc2ccccc12)=N\OC(=O)Cc1cccs1	1.1	1.1	-1	1585	-11	-5	-11	-9	-6	-5
CN(CC(=O)Nc1ccccc1C(F)(F)F)C(=O)CSc1nnnn1C	1.1	1	-2	1436	2	-2	-7	-10	-4	-2
CCN(CC)Cc1nc2c(c(=O)[nH]1)C1(CCCCC1)Cc1ccccc1-2	1	1	1	1511	3	13	-1	-23	1	7
COc1ccccc1CNC(=O)CCS(=O)(=O)c1cccc2nonc12	0.9	1	1	1534	0	4	7	-13	-2	9
CCOc1ncccc1C(=O)OCC(=O)NCCc1ccc(OC)cc1	0.9	1.1	-5	1430	-2	4	14	-16	-11	1
O=C(NCCN1CCOCC1)c1ccc2c(c1)N(Cc1ccccc1F)C(=O)c1ccccc1S2	1.1	1	8	1603	1	15	-7	8	1	7
CCN(C(=O)c1cc2cc(OC)ccc2oc1=O)c1cccc(C)c1	0.8	1	2	1708	-9	1	17	-15	-5	5
CC(NC(=O)Nc1cccc(Cl)c1)C(c1cccs1)N1CCCC1 (stereo not drawn)	0.9	1.1	-4	1561	3	3	5	-12	-7	5
O=C(COc1ccccc1)NCC(=O)Nc1ccc(S(=O)(=O)NCc2ccco2)cc1	0.9	1.1	4	1419	2	-9	11	-9	-6	2
O=C(CCSCCc1ccccn1)Nc1ccc(Cc2ccncc2)cc1	1.1	1.1	4	1549	-7	4	-11	-6	-5	5
O=C(CCl)N1N=C(c2cccs2)CC1c1ccco1 (stereo not drawn)	0.9	1.1	10	1622	-1	1	9	-6	-5	6
COC(=O)c1ccc(C2C(C(=O)OCC(C)C)=C(C)N=C3SCCC(=O)N32)cc1 (stereo not drawn)	1	1	-16	1641	-4	-8	-2	0	-2	-3
CCn1nc(C(=O)OCC(=O)NCCN2C(=O)CSC2=O)c2ccccc2c1=O	1	1.1	8	1644	-3	10	1	-20	-8	6
COc1ccc(CNC(=O)c2cc3c(=O)n4ccccc4nc3n(Cc3cccnc3)c2=N)cc1	1	1	1	1560	-4	-1	1	-5	-2	2
CN(C)CCNS(=O)(=O)c1ccc(Cl)cc1	0.6	1	-4	1440	5	7	39	-5	2	5
Cc1csc2nc(CNC(=O)C3CC=CCC3C(=O)O)cn12 (stereo not drawn)	1.2	1	0	1733	-5	5	-19	-18	0	5
CCCNC(=O)c1cccc(Br)c1	1	1	-4	1341	-2	-6	-4	-3	-2	-6
CCOc1ccc(/C=N/Nc2cc(=O)n(C)c(=O)n2C)cc1	1	1	5	1692	-9	-7	-3	-7	-3	0
COc1ccc(C2=NN(C(=O)CSc3nnc(C)c(=O)n3N)C(c3ccco3)C2)cc1 (stereo not drawn)	1.1	1	4	1312	0	-11	-6	-6	-4	-2
Further results follow.
SMILES	bIAP activator	TNAP act hiacc	PPARg SRC3 recr	TR-FRET SRC-2 ct	Efa HMGR inh	PPARg SRC-1 ag	bIAP inhibitor	TNAP inh no acc	TNAP inh hiacc	PPARg SRC-2 ag
COc1ccc(C(=O)NNC(=O)c2ccncc2)cc1	0.6	1	1	1622	2	-1	45	1	-5	3
COc1ccc(C(=O)NCc2nnc(SCC(=O)N3CCc4ccccc43)n2CCc2ccccc2)cc1	1	1	-2	1428	-3	3	3	-11	-2	6
COC(=O)c1cc(OC)c(OC)cc1NC(=O)c1ccc(C)o1	1.1	1	-5	1493	-2	3	-8	-15	0	0
O=C(Cn1nnc2ccccc2c1=O)NCCc1ccc(F)cc1	1	1.1	2	1453	-3	0	2	-12	-7	8
Cc1ccc(NCc2ccccc2O)cc1	0.9	1	4	1605	2	3	10	-5	-3	6
COc1ccc(N2CCN(S(=O)(=O)c3cccc(C(F)(F)F)c3)CC2)cc1	0.9	1	10	1777	0	0	11	-14	-2	5
O=C(c1cccc(-c2nnc(-c3ccccc3)o2)c1)N1CCCCC1	1	1.1	18	1637	0	1	2	-14	-5	9
O=C(NCC(c1ccc(F)cc1)N1CCOCC1)c1cccc(Br)c1 (stereo not drawn)	1.1	1	3	1684	-1	-1	-11	-15	-4	10
CC1CCN(C(=O)c2ccc(CSc3ccc(Cl)cc3)cc2)CC1	0.9	1	-3	1388	-3	-1	9	-4	1	6
COCCC(=O)N1CCc2c([nH]c3ccccc23)C1C(C)(C)C (stereo not drawn)	1	1	8	1517	-1	3	-1	-8	-2	4
Cc1ccc(S(=O)(=O)N(C)C)cc1NC(=O)COC(=O)/C(=C/c1ccc(F)cc1)c1cccs1	0.9	1	0	1436	-1	5	14	-6	-5	-4

Three of the entries above in order of the bIAP inhibitor value, low to high.
canonical_smiles,bIAP activator,TNAP act hiacc,PPARg SRC3 recr,Efa HMGR inh,PPARg SRC-1 ag,bIAP inhibitor,TNAP inh no acc,TNAP inh hiacc,PPARg SRC-2 ag
COC(=O)c1cc(OC)c(OC)cc1NC(=O)c1ccc(C)o1,1.1,1,-5,-2,3,-8,-15,0,0
COCCC(=O)N1CCc2c([nH]c3ccccc23)C1C(C)(C)C (stereo not drawn),1,1,8,-1,3,-1,-8,-2,4
COc1ccc(C(=O)NCc2nnc(SCC(=O)N3CCc4ccccc43)n2CCc2ccccc2)cc1,1,1,-2,-3,3,3,-11,-2,6

High-throughput results from PubChem.
